# Screening results deposited in PubChem by National Center for Advancing Translational Sciences (NCATS).
# Chronic BCR inh: inhibitors of chronic active B-cell receptor signaling; ABC-DLBCL IkBa-CBG/CBR reporter, luminescence ratio, 4 h; Potency, µM (series often up to 46.1 µM), for inactives: top-dose ratio change, negative = lower green/red ratio, hits mostly inhibitors; actives 0.05% (n = 340,000); active = well fitted inhibition curve with a large enough effect in the signal ratio, with a control signal flat, not every such curve was filed as active; inconclusive = small, poorly fitted or top-dose-only effect, or effect the other way, or a change in a side signal; the % refers to the signal ratio;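 also: potency is read from the fitted curve at half-maximal effect; plate controls were basal doxycycline-induced cells for no effect and cells given 10 µM MG132 for full effect; MG132 reads +100%, hits lower the ratio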
#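 TMD8 ABC-DLBCL cells carrying doxycycline-inducible green luciferase fused to IkappaBalpha plus unfused red luciferase were exposed to compounds (up to 46 uM) for 4 hrs at 37C. Activity came from the overlap-corrected green/red luminescence ratio.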
# PKM2 activator: activators of human pyruvate kinase M2; AID 1631; Potency, µM (doses to about 57.5 µM), without a hit: at the top dose activation, actives largely listed as activators; actives 0.34% (n = 260,000); purified PKM2, Kinase-Glo ATP luminescence, activation; response scale: 0% is enzyme alone, no compound; P14618; also: potency is read from the fitted curve at half-maximal effect; % is scaled to controls: 0 for no effect and ±100 for the full control effect; nearly all actives have a fitted effect of over 55% in size
# Target sequence (P14618 whole entry, looked up): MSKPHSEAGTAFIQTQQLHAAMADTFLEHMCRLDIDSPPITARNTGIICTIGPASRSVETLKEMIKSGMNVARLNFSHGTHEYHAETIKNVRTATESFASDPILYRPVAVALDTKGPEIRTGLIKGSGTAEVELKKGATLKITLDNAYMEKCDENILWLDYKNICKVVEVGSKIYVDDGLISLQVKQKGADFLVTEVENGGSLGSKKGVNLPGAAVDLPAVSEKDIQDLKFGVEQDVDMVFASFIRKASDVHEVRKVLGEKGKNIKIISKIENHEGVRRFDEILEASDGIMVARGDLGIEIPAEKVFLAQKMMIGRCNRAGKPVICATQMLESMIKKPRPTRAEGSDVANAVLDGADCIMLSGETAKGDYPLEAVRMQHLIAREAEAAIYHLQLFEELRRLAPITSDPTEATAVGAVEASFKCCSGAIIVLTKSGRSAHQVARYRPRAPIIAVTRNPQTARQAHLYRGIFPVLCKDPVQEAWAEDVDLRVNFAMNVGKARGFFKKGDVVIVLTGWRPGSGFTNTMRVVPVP
#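 hPK-M2, >95% pure; 0.1 mM ADP / 0.5 mM PEP final; imidazole pH7.2 buffer w/ 7 mM MgCl2, 50 mM KCl; 1 h RT; Kinase-Glo lum. Intermediate enzyme activity for dual inhibitor/activator qHTS.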
# Coupling enz: coupling enzyme interference in Giardia aldolase counter-screen. AID 2472. coupling enzyme system counterscreen, AmpLite Red fluorescence. actives 0.67% (n = 290,000). activity change, negative = inhibition, % at 58.2 µM, hits read low; in the data active = activity change below about -30%; also: % is scaled to controls: 0 for no effect and ±100 for the full control effect
#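 Fluorescence at 525 nm excitation and 598 nm emission measured inhibition of the coupled detection system without aldolase. Compounds (at 57.5 uM final) were preincubated 10 min at room temperature with coupling enzyme reagent before a 20 min substrate/AmpLite Red step.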
# Menin MLL FP TR: inhibitors of human menin-MLL interaction, mutant MLL peptide; AID 1768; Menin + Texas Red MLL mutant peptide, fluorescence polarization; O00255; actives 0.23% (n = 270,000); Potency, µM (titrated, usually from 61.6 µM), for the others: at the highest dose FP activity change, negative = inhibition, most hits filed as inhibitors; active = well fitted inhibition curve with a large enough effect in the polarisation, with a control signal flat, not every such curve was filed as active; inconclusive = small, poorly fitted or top-dose-only effect, or effect the other way, or a change in a side signal; inactive = no such curve, though single readings can be large or run the other way; the % refers to the polarisation; also: potency is read from the fitted curve at half-maximal effect; % of control where 0% means no effect; many of its hits are not listed in these tables
# Tb PFK block: T. brucei PFK enzyme inhibition; T. brucei PFK, ADP-Glo luminescence; actives 0.17% (n = 330,000); O15648; Potency, µM (doses to about 57.5 µM), without a hit: at the highest dose activity, negative = inhibition, actives largely listed as inhibitors;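 also: potency is read from the fitted curve at half-maximal effect; 0% = uninhibited 1x PFK enzyme wells and -100% = no-enzyme wells; nearly all actives have a fitted effect of over 60% in size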
#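 PFK 1.25 nM, F6P 0.5 mM, ATP 0.1 mM, 0.1 M TEA pH 8.0, 5 mM MgCl2, 0.01% Tween20, 0.1% BSA; 45 min RT. ADP-Glo readout. qHTS titration up to 57 uM; curves fitted, compounds curve-classed.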
# B2AR arrestin: agonists driving beta-arrestin recruitment to human beta2-adrenergic receptor; P07550; beta-arrestin recruitment to beta2AR, cell-based reporter; Potency, µM (highest dose often 46.1 µM), inactives show at the highest dose activation, usual class: activators; actives 0.02% (n = 330,000); AID 492947;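 also: potency is read from the fitted curve at half-maximal effect; 0% = DMSO controls and full agonism = EC100 isoproterenol or metaproterenol; nearly all actives have a fitted effect of over 65% in size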
# Target sequence (P07550 whole entry, looked up): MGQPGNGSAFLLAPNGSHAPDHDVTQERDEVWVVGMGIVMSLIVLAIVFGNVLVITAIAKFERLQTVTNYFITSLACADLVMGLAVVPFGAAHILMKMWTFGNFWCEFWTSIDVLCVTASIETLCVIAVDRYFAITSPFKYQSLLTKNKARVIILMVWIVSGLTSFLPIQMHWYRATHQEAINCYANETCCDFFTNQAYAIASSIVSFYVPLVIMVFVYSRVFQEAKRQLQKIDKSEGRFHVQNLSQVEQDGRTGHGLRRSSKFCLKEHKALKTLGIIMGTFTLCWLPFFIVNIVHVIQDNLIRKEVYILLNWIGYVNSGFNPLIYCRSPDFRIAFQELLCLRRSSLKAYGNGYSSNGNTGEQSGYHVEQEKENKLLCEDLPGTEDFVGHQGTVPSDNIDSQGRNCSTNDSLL
# a7 integrin act: activators of alpha7 integrin expression for muscular dystrophy | alpha7betagal myoblasts, beta-gal FDG fluorescence, 48 h | Potency, µM (titrated, usually from 38.3 µM), inactives show at the top dose activation, usual class: activators | actives 0.064% (n = 350,000) | AID 624291;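 also: potency is read from the fitted curve at half-maximal effect; 100% = response of the positive control SU9516; nearly all actives have a fitted effect of over 60% in size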
#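 alpha7betagal+/- myoblasts (passage 13, 250/well) treated 48 h at 37C with compounds at 1:260 dilution of DMSO stock. Lysed, then beta-galactosidase activity read as FDG fluorescence (ex 480/em 540) after 30 min, with pre-read for autofluorescence.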
# GALK inhibitor: inhibitors of human galactokinase; actives 0.007% (n = 270,000); Potency, µM (titrated, usually from 57.5 µM), for the others: top-dose activity change, negative = inhibition, hits mostly inhibitors; Purified GALK, Kinase-Glo residual ATP luminescence; P51570; also: potency is read from the fitted curve at half-maximal effect; % is scaled to controls: 0 for no effect and ±100 for the full control effect
#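 5 nM enzyme, 35 uM ATP, 100 uM galactose, 20 mM HEPES pH8.0, 5 mM MgCl2; 1 h RT; residual ATP by Kinase-Glo Plus luminescence, qHTS format.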
# TSG101-PTAP inh: blocks PTAP/TSG101 interaction to inhibit HIV-1 budding. AID 493005. Fluorescence polarization, FITC-PTAP peptide / Tsg101 binding. 340,000 tested, under 10 active. Potency, µM (highest dose often 115 µM), without a hit: top-dose activity change, negative = inhibition, hits mostly inhibitors; active = well fitted inhibition curve with a large enough effect in the main read-out, with a control signal flat, not every such curve was filed as active; inconclusive = small, poorly fitted or top-dose-only effect, or effect the other way, or a change in a side signal; inactive = no such curve, though single readings can be large or run the other way; also: potency is read from the fitted curve at half-maximal effect; % of control where 0% means no effect
#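 Compounds were pin-transferred onto Tsg101 binding domain (10 uM final) in HEPES pH 7.5 buffer, then FITC-PTAP peptide was added at 50 nM final. After 20 min at RT, polarization reported peptide displacement across a qHTS concentration series.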
# S-ASM inh: human S-ASM enzyme inhibition; Potency, µM (top dose mostly 57.5 µM), inactives show top-dose activity change, negative = inhibition, actives largely listed as inhibitors; actives 0.006% (n = 340,000); placental ASM, HMU-PC fluorogenic substrate, 60 min; also: potency is read from the fitted curve at half-maximal effect
#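 Fluorogenic HMU-PC substrate (9 uM final) is turned over by placental ASM in 60 min at 37 C after a 10 min compound preincubation. Reaction ended by alkaline stop (pH 10), with fluorescence read at 386/447 nm.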
# Giardia kill: Giardia lamblia killing. Giardia lamblia trophozoite viability. activity change, % at 7.66 µM, hits read low. actives 0.15% (n = 340,000); in the data active = activity change below about -80%; inconclusive = between about -30% and that limit;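 also: parasites exposed to compound for two days anaerobically before the ATP read; % is scaled to controls: 0 for no effect and ±100 for the full control effect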
#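 Each well holds 100 Giardia trophozoites and compound. After two days (48 hrs) at 37 deg C in anaerobic conditions, ATP is quantified by luminescence.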
# Numbers without * were called inactive; ? = inconclusive; · = not tested or not shown; [ ] = dose if it differs, or a comment. Unless noted, calls follow the shape of the dose curve; as a rule, active = well fitted curve in the direction sought with a large enough effect; inconclusive = small, poorly fitted or top-dose-only effect, or another doubt; inactive = no such curve, though single readings can be large; an effect the other way counts as inactive or inconclusive. These rows are one share of the data. The share of hits here may be higher or lower than overall.
SMILES,Chronic BCR inh,PKM2 activator,Coupling enz,Menin MLL FP TR,Tb PFK block,B2AR arrestin,a7 integrin act,GALK inhibitor,TSG101-PTAP inh,S-ASM inh,Giardia kill
COc1ccc(C(=O)NCC(=O)OCC(=O)N2CCCc3ccccc32)cc1,7.5%,-0.7%,4.8,6.1%,6.4%,-0.2%,-17.3%,-0.2%,0.0%,-4.1%,-20.2
COc1ccc(-c2noc(C(=O)NCc3ccc(F)cc3)n2)cc1OC,-1.7%,0.6%,0.7,-14.7%,-16.2%,0.0%,23.6%,-2.7%,0.0%,-5.6%,-9.0
Cc1ccccc1CN(C)C(C)C(=O)NCc1ccccc1 (stereo unspecified),-4.4%,·,1.2,?,1.3%,0.1%,-21.6%,-3.3%,-3.5%,-0.7%,5.3
COc1ccc2c(=O)cc(-c3ccccc3)n(C)c2c1,4.2%,7.0%,-0.4,-18.4%,0.3%,-0.4%,11.7%,0.0%,-3.7%,-1.0%,5.7
CCOC(=O)N1CCN(C(=O)C2CCN(Cc3ccc(O)c(OCC)c3)CC2)CC1,0.3%,2.3%,1.7,13.6%,1.1%,-0.1%,-27.0%,0.1%,-0.2%,1.5%,-13.1
O=C(O)C1=C[C@H](c2ccc(F)cc2)C[C@H](OCc2ccc(CO)cc2)O1,5.0%,1.2%,7.1,·,1.8%,0.0%,22.7%,-2.0%,-4.5%,0.0%,16.8
O=C1c2ccccc2C(=O)N1CC1c2ccccc2CCN1C(=O)C1CCCCC1 (stereo unspecified),?,-1.3%,-0.1,3.2%,3.9%,-0.1%,2.9%,4.1%,-13.6%,-0.4%,-2.0
Cc1c(C#N)c2ccccc2n1CC(=O)N1CCCc2ccccc21,?,0.0%,-1.5,-1.6%,0.3%,-0.3%,13.3%,0.0%,-0.8%,-0.9%,-13.8
COc1ccc(/C=N/NC(=O)c2cccc([N+](=O)[O-])c2)cc1OS(=O)(=O)c1ccccc1,·,-2.4%,1.4,43.2%[activator],·,·,9.5%,-2.9%,-1.9%,-7.5%,-18.5
CCCCN(C(=N)N1CCCCC1)c1nc(C)c([N+](=O)[O-])c(=O)[nH]1,3.6%,-1.7%,3.5,5.1%,9.5%,-0.3%,2.1%,0.6%,-6.0%,1.8%,6.4
O=C(Nc1nc2ccc(Cl)cc2s1)C1CCCO1 (stereo unspecified),·,-0.8%,3.3,4.8%,-3.0%,-0.1%,3.5%,2.0%,-6.0%,-0.8%,8.7
N#Cc1c(NC(=O)CSc2ncnc3c2cnn3-c2ccccc2Cl)sc2c1CCCC2,0.0%,0.2%,-0.4,-5.5%,2.0%,0.2%,3.1%,7.9%,1.7%,-7.6%,2.3
Cn1nnnc1SCC(=O)Nc1cc(C(C)(C)C)nn1-c1ccccc1,16.1%,-0.3%,2.3,5.1%,2.9%,-0.1%,3.3%,0.1%,-3.3%,-2.7%,-12.9
Cc1cc(OC(=O)c2ccc(S(=O)(=O)N(C)C)cc2)cc(=O)o1,4.0%,0.8%,-1.9,24.9%,1.4%,-0.2%,-12.6%,1.4%,-2.2%,-0.4%,-11.6
COc1ccc(Cl)cc1/C=C1/C(=O)ON=C1C,2.5%,·,5.0,2.3%,-0.1%,0.5%,7.9%,0.0%,-4.3%,-2.1%,19.7
CN(Cc1ccccc1)C(=S)NC(=O)c1ccccc1,?,2.2%,0.1,-0.3%,-7.3%,0.0%,-3.4%,-0.2%,1.2%,-2.6%,3.1
CCC1=NN(C(=O)COc2ccccc2)C(O)(c2ccc(Br)cc2)C1 (stereo unspecified),?,-1.0%,-1.4,-1.1%,-19.1%,-0.4%,-33.3%,2.5%,2.8%,-1.9%,5.7
COc1cc([N+](=O)[O-])ccc1NC(=O)Cc1ccc(C)cc1,-0.5%,24.7%,0.9,17.0%,-2.7%,-0.1%,-4.6%,-2.1%,0.3%,-5.6%,5.8
CC(=O)Nc1sc(C)c(C)c1C(=O)OCC(=O)NCc1ccccc1,-8.2%,·,·,·,3.6%,0.0%,2.2%,·,-3.3%,2.2%,-9.4
Cn1c(=NC(=O)c2ccco2)sc2cccc(F)c21,2.1%,-1.5%,-2.3,0.9%[11.7 µM],5.4%,-0.2%,3.5%,0.8%,-4.5%,2.9%,?
COc1ccc(-c2n[nH]c(=S)o2)c(OC)c1,?,2.9%,3.5,·,1.9%,0.0%,10.5%,-1.2%,-2.3%,-0.2%,13.8
Cc1ccn2c(=O)nc(SCC(=O)NCc3ccc(F)cc3)nc2c1,15.0%,·,·,·,-9.7%,-0.4%,2.6%,·,-10.3%,-8.0%,35.0[activator]
Cc1ccc(C)n1Cc1ccc(C(=O)O)cc1,-10.8%,26.4%,-2.3,36.7%[activator],6.75µM*,-0.3%,-13.3%,-3.3%,-9.2%,?,-6.0
C/C(=N\Nc1ccc(C(F)(F)F)cc1[N+](=O)[O-])C1CC1,-3.3%,-0.3%,-0.2,7.1%,-5.6%,-1.4%,0.3%,0.9%,0.3%,-13.4%,22.1
COc1ccc(N(CC(=O)N2CCN(Cc3ccccc3)CC2)S(C)(=O)=O)cc1Cl,0.4%,2.0%,0.0,-12.7%,-0.6%,-0.1%,24.6%,1.6%,0.6%,5.0%,-6.0
Cc1ccc(NC(=O)c2cncc(Br)c2)cc1S(=O)(=O)N(C)C,7.8%,-8.3%,-1.8,-3.4%,0.5%,0.1%,16.7%,0.2%,-0.5%,-0.6%,2.0
CC1CCC/C(=N\NS(=O)(=O)c2ccccc2)C1 (stereo unspecified),?,-5.3%,0.2,·,3.6%,0.1%,?,-1.3%,-2.7%,0.2%,-1.3
O=C(COC(=O)Cc1ccsc1)NC(c1ccccc1)c1ccccc1,2.5%,0.4%,-1.9,-3.5%,-4.4%,-0.1%,13.3%,-4.9%,-3.4%,2.8%,28.1
COc1cc(/C=C/C(=O)OCC(=O)N(C)Cc2ccccc2)cc(OC)c1OC,-15.0%,·,·,·,1.3%,0.0%,2.2%,·,-1.5%,-0.8%,-17.3
C=CCN(c1ccccc1Cl)S(=O)(=O)c1cccc(C(=O)OCC(=O)N(C)C2CCS(=O)(=O)C2)c1 (stereo unspecified),11.1%,0.1%,0.3,0.7%,-2.4%,0.3%,13.0%,6.2%,0.2%,0.6%,-11.5
Cc1ccc[n+](C(C)C(=O)Nc2ccc([N+](=O)[O-])cc2C)c1 (stereo unspecified),3.2%,-6.0%,0.8,12.9%,3.7%,-1.0%,26.7%,-3.1%,-4.1%,-2.9%,-5.1
Nc1nc2ccccc2cc1-c1cccs1,0.0%,·,-1.9,-2.9%,-4.0%,0.3%,-3.2%,2.4%,-3.0%,293.9%[activator],4.4
CCCN(CCC)CCCNC(=O)CCNS(=O)(=O)c1ccc(Br)cc1,-0.7%,1.6%,-0.5,-5.6%,0.1%,0.2%,-3.9%,·,-3.1%,·,-7.0
Cc1cc(O)c(C(C[N+](=O)[O-])c2ccc(Cl)cc2)c(=O)o1 (stereo unspecified),?,-6.4%,7.4,3.3%,0.3%,-0.3%,-10.0%,-1.8%,2.1%,-6.4%,4.4
CCOc1ccc(S(=O)(=O)N2CCCCC2)cc1NC(=O)C1CCC1,0.5%,·,·,·,-14.3%,-0.2%,-11.0%,·,-1.0%,-3.8%,4.8
CC(C)Oc1ccc(S(=O)(=O)N2CCOCC2)cc1NC(=O)C1=COCCO1,-0.2%,·,·,·,0.5%,-0.4%,-8.7%,·,-4.1%,0.6%,-1.1
CCOC(=O)C1=C(COC(=O)c2ccccc2[N+](=O)[O-])NC(=O)NC1C (stereo unspecified),?,·,·,·,3.3%,4.1%,-14.5%,·,-3.5%,2.4%,11.3
Cc1cccc(N(Cc2cc3ccc(C)cc3[nH]c2=O)S(=O)(=O)c2ccccc2)c1,-4.5%,·,0.3,15.9%,-0.2%,-1.0%,42.6%,-8.7%,0.4%,-5.5%,-9.7
CCOCCN1CCN(c2c(C)c(C)nc3cc(-c4cc(OC)cc(OC)c4)nn23)CC1,-5.4%,1.1%,1.1,3.0%,-2.6%,-0.4%,-15.1%,0.2%,-3.5%,-1.4%,2.8
Clc1cccc(-c2nc(-c3ccc(-c4nn[nH]n4)cc3)no2)c1,?,·,·,·,8.5%,0.1%,·,·,·,31.4%[activator],0.8
O=C1c2cccc3cccc(c23)C(=O)N1Nc1ccccc1,-8.8%,-1.8%,1.8,-3.1%,2.1%,-0.4%,-13.2%,4.4%,2.7%,-2.7%,-21.4
